TAAR1 antag: antagonists of human TAAR1 | Q96RJ0 | CHO RD-HGA16 TAAR1, Fluo-8 calcium fluorescence, antagonist | 360,000 compounds, 1.5% hits | inhibition, % at 3 µM;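 active = inhibition above a per-plate cutoff, the mean inhibition of test compounds on that plate plus 3 SD, cut at about 49% in these data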;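 note: 0% = DMSO plus EC80 beta-PEA response and 100% = DMSO alone without agonist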
Target sequence (Q96RJ0 whole entry, looked up): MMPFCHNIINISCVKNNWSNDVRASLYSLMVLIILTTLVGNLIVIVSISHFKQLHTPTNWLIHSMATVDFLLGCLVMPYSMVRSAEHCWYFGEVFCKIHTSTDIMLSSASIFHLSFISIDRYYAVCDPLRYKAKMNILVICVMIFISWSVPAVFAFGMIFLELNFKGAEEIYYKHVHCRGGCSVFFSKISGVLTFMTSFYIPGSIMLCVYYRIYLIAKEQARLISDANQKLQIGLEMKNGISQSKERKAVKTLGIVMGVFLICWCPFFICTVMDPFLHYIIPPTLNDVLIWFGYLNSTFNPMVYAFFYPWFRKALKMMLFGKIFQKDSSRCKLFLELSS
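Test system: CHO RD-HGA16 cells bearing hTAAR1 | Reagent: β-PEA, EC80 | Compound dosing: 3 µM, single point | Schedule: Dye loading 75 min at 37 °C, then 30 min room temperature | Signal: Calcium fluorescence with Fluo-8 | Evaluation: Percent inhibition of PEA-evoked calcium signal, max/basal emission ratio | Control set: DMSO-only wells and EC80 β-PEA-stimulated wells | Repeats: Singlicate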
TAAR1 agonist: agonists of human TAAR1. Q96RJ0. CHO RD-HGA16 TAAR1, Fluo-8 calcium fluorescence; vehicle wells 0%, saturating PEA agonist 100%. activation, % at 3 µM. 360,000 compounds, 0.99% hits;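 active = activation above the mean activation of all test compounds in the run plus 3 SD, cut at about 38% in these data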
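System: CHO-derived RD-HGA16 cells with stable Gα16 and human TAAR1. Times: 17-24 h plating, Fluo-8 75 min 37 °C, 30 min RT. Measured by: calcium-sensitive Fluo-8 signal, excitation 470-495, emission 515-575 nm. Read-out basis: % activation relative to PEA EC100 response. Control set: DMSO and PEA EC100. Repeats: no replicates (n 1).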
CHO parental Ca: counter-screen for OX1R antagonists: effect in parental CHO cells; parental CHO-K1, ATP-induced calcium, Fluo-8 fluorescence; inhibition, % at 5.6 µM; 330,000 compounds, 0.63% hits;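 active = inhibition above that plate's mean sample inhibition plus 3 SD, cut at about 26% in these data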;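 note: 0% = ATP-challenged DMSO wells and 100% = DMSO wells without ATP; some compounds past the cut are filed as inactive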
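test system = CHO parental line | reagent = ATP stimulus | measured by = intracellular calcium via Fluo-8 no-wash fluorescent dye | control set = ATP and no-ATP DMSO wells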
CHRM1 antagonist: blocks human M1 muscarinic receptor | P11229 | CHO-K1 hM1, Fluo-8 calcium fluorescence, ACh EC80 antagonist | inhibition, % at 3 µM | 360,000 compounds, 1.3% hits | AID 588852;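 active = percent inhibition above its own plate's cutoff, namely the mean of that plate's compound wells plus 3 SD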;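 note: peak over basal fluorescence ratio during 140 s after agonist addition; 0% = ACh EC80 plus DMSO and 100% = DMSO alone without agonist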
M1 ag: agonists of human M1 muscarinic receptor | P11229 | CHO-K1 hM1, Fluo-8 calcium fluorescence, agonist mode; 0% DMSO, 100% acetylcholine EC100 | activation, % at 3 µM | 360,000 compounds, 0.33% hits | AID 588814;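 active = activation above the run's mean compound activation plus 3 SD, cut at about 16% in these data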;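 note: peak over basal fluorescence ratio within a 140 s kinetic read after compound addition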
M1 ag parental: counter-screen for M1 agonists: effect in parental CHO-K1 cells; Fluo-8 calcium fluorescence; scaled to maximal ATP response, vehicle zero; activation, % at 3 µM; 360,000 compounds, 0.48% hits; AID 602248; in the data active = activation above about 15%;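 note: untransfected CHO-K1 host cells lacking M1 receptor as counterscreen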
CHO-K1 Ca antag: counter-screen for M1 antagonists: effect in parental CHO-K1 cells. ATP-induced calcium, Fluo-8 fluorescence. 360,000 compounds, 0.6% hits. inhibition, % at 3 µM. AID 602250;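 active = inhibition above a per-plate cutoff, the plate's mean sample inhibition plus 3 SD, cut at about 24% in these data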;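 note: 0% = DMSO plus EC80 ATP and 100% = DMSO alone without ATP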
CHO-K1 Ca PAM: nonselective activator or artifact in parental CHO-K1 calcium assay; activation, % at 3 µM; 360,000 compounds, 0.02% hits; ATP EC20, Fluo-8 calcium fluorescence; 0% at ATP EC20, 100% at ATP max; AID 602247;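 active = activation above the run cutoff, the mean activation of all test compounds plus 3 SD, cut at about 40% in these data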;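 note: peak over basal fluorescence ratio in a 140 s read after ATP addition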
OXTR potentiator: potentiates the human oxytocin receptor response; P30559; CHO-OTR cells, Fluo-8 calcium fluorescence, potentiator mode; 0% = oxytocin EC15, 100% = EC100; activation, % at 3 µM; 320,000 compounds, 0.061% hits; AID 2445;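 active = activation above that plate's cutoff, the mean activation of tested compounds plus 3 SD, cut at about 6.6% in these data, passing the limit was not always enough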;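 note: 100% uses oxytocin at 75 nM as the full agonist control; some results filed as inactive read as strong as hits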
Target sequence (P30559 whole entry, looked up): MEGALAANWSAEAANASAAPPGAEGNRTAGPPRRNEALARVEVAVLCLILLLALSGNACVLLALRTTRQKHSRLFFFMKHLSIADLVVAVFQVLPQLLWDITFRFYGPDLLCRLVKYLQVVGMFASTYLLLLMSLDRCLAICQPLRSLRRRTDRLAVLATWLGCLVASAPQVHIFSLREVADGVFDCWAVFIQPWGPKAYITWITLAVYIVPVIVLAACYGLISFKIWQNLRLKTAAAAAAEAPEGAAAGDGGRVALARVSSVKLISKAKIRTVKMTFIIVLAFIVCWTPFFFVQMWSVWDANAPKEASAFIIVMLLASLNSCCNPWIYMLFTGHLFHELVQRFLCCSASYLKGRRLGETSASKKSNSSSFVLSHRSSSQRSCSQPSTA
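System: human OTR in CHO cells / Also added: sub-maximal oxytocin, roughly EC15 / Control set: EC15 oxytocin low, 75 nM oxytocin high / Schedule: 6 min compound pre-incubation at room temperature, 100 s kinetic read / Compound: single-point 3.0 µM / Replication: singlicate / Technique: Fluo-8 calcium dye fluorescence / Read-out basis: % activation of max/min ratio relative to oxytocin controls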
* hit, by the source's call; x = no result given; & = joins results of further samples.

SMILES	TAAR1 antag	TAAR1 agonist	CHO parental Ca	CHRM1 antagonist	M1 ag	M1 ag parental	CHO-K1 Ca antag	CHO-K1 Ca PAM	OXTR potentiator
C=CC[C@@H](CC(=O)N[C@@H](CO)Cc1ccccc1)C(=O)N[C@H](COC(=O)[C@@H](CC=C)CC(=O)OC(C)(C)C)Cc1c[nH]c2ccccc12	39	4	-14	2	-5	1.5	6	1	-9
O=[N+]([O-])/C(C(Cl)=C(Cl)Cl)=C1\Nc2ccccc2O1	8	7	-3	-2	-1	1.2	-9	8	-8
CC(C)C1C(=O)N(Cc2cn(CCC3OCCO3)nn2)CCS(=O)(=O)N1Cc1ccc(-c2ccccc2)cc1 (stereo not given)	3	6	x	-7	-3	1.2	-9	11	x
Cc1cc(/C=C2\C(=N)N3N=C(C(C)C)SC3=NC2=O)c(C)n1Cc1ccccc1	7	8	65*	-10	3	4.4	-5	4	-22
O=C(CN(c1ccc(Cl)c(Cl)c1)S(=O)(=O)c1ccccc1)N1CCc2ccccc2C1	10	58*	-14	-9	0	-0.6	-8	16	-12
O=C(NN=C1CCCCCC1)c1cc(-c2ccccc2)nc2ccccc12	6	8	-18	-7	2	0.0	22	-6	-10
COC(=O)c1ccccc1NC1=C/C(=N\S(=O)(=O)c2cccs2)c2ccccc2C1=O	20	3	-31	-14&8	-2&-4	0.1&0.5	-12&-10	12&17	-5
COC(=O)COc1cccc(-n2cnnn2)c1	12	2	-2	-7	-4	0.0	1	-3	-17
COc1cc(/C=N/NC(=O)c2cccc([N+](=O)[O-])c2)cc(OC)c1O	7	3	-5	-5	-9	0.0	-18	20	-10
Cc1nn(C)cc1S(=O)(=O)N1CCCC(C(=O)O)C1 (stereo not given)	20	0	-6	8	-3	0.1	6	-11	-1
COc1ccc(-c2cc3nc(NCCCN(C)C)n(C)c(=O)c3s2)c(C)c1	-1	-1	x	-17	-7	0.0	2	4	x
CN1C(=O)C(=O)N(c2cccc(C(F)(F)F)c2)C1=O	-17	1	-11	13	-1	4.0	1	-1	-3
O=C(CCNC(=O)N1CC(=O)Nc2ccccc21)NCc1ccc(F)cc1	2	2	-1	3	-2	-0.1	6	-5	-6
Cn1cnc([N+](=O)[O-])c1Sc1ccccc1	2	-1	-6	6	-3	-0.2	-1	17	3
COc1ccc2oc(=O)c(C(=O)N3CCN(C(=O)c4ccco4)CC3)cc2c1	-11	-1	-6	-19	-5	0.2	-12	17	-2
COc1ccc(C(CNC(=O)c2cccc(S(=O)(=O)N3CCOCC3)c2)N2CCOCC2)cc1 (stereo not given)	10	2	-8	6	-7	0.6	1	-1	-1
CN(C)CCN=c1cc(-c2ccccc2)oc2ccc(Cl)cc12	-11	5	x	-2	-4	0.4	-4	-11	x
CCc1nc(C)ccc1OC(=O)C12CC3CC(CC(C3)C1)C2	-15	-1	-5	-11	-4	0.0	-4	9	-5
CCN(c1ccccc1)S(=O)(=O)c1cc(C(=O)O)ccc1C	-16	1	-10	-20	-2	0.1	-14	23	5
O=C(Nc1ccc(N2CCOCC2)cc1)c1ccc([N+](=O)[O-])o1	-12	-3	5	-6	-2	0.6	5	-6	1
Cc1nc2scc(C)n2c(=O)c1S(=O)(=O)Nc1ccc(N2CCOCC2)cc1	-15	7	-15	0	1	3.6	-7	0	-9
COc1ccc(NC(=O)CN(C)C(=O)c2cccc(S(=O)(=O)N3CCN(C)CC3)c2)cc1	-1	1	4	-10	-8	0.4	-10	6	-9
O=C(Nc1ccccc1)c1cnc2ccccc2n1	-9	0	6	-14	-6	1.1	-6	8	-4
O=C(NCC(=O)N1CCCCCCC1)c1ccccc1Br	-13	1	-9	-19	-4	1.8	-8	10	-4
CN(C)c1cccc(C(=O)NNC(=S)NC2CCCC2)c1	10	2	2	-2	-4	0.6	-15	20	-4
COC(=O)CCC(C)C1CCC2C3CCC4CC(O)CCC4(C)C3=CC(=O)C12C (stereo not given)	27	3	x	-6	-5	0.1	-11	12	x
COC(=O)[C@@]1(Cc2ccccc2)[C@H]2C(=O)N(Cc3ccccc3)C(=O)[C@H]2[C@H]2CN(C)C(=NCc3ccccc3)N21	3	2	x	-14	-6	1.7	-3	10	x
CC1CN(S(=O)(=O)c2ccc(-c3nc4ccccc4s3)cc2)CC(C)O1 (stereo not given)	-17	2	-5	2	-4	0.3	-3	21	1
CCCCn1c(N)c(N(CCOC)C(=O)c2ccc(N3C(=O)CCC3=O)cc2)c(=O)[nH]c1=O	-10	1	-7	6	1	0.2	-2	12	-9
O=C(NCc1cc2ccccc2[nH]1)C1CCC(=O)N(CCCN2CCCC2=O)C1 (stereo not given)	-12	-1	-4	0	-2	-0.1	-7	18	-3
O=C(NC(=S)Nc1cc(Cl)ccc1N1CCOCC1)c1ccc(-c2cccc(Cl)c2)o1	-4	18	-6	-2	-2	0.1	-9	7	-1
Cc1ccc(NC(=S)NC(=O)c2ccc(F)cc2)cc1S(=O)(=O)Nc1cccc(Cl)c1	28	3	-16	-2	-3	0.2	-7	13	-11
NNc1nc(NCc2ccccc2)nc(N2CCOCC2)n1	9	-1	-17	-1	-5	-0.5	-6	13	-3
Cc1ccsc1/C=N\NC(=O)c1cc(C(C)(C)C)[nH]n1	-3	1	-13	-7	-5	0.9	-10	-6	0
C=CCn1c(=N)c(C(=O)NCCCOC)cc2c(=O)n3cc(C)ccc3nc21	-2	4	-10	1	-6	-0.3	2	-2	-1
Cc1ccc(C(=O)N2CC(C)OC(C)C2)cc1[N+](=O)[O-] (stereo not given)	0	3	-11	3	3	0.0	15	-14	7
CC1Cc2ccccc2N1C(=O)COC(=O)CSc1ccc(F)cc1 (stereo not given)	1	3	6	-3	-2	1.9	6	24	-2
O=C(CN(c1ccccc1Cl)S(=O)(=O)c1ccccc1)N/N=C/c1ccccc1C(=O)O	12	-1	-2	-6	-1	-0.3	-14	11	-11
CCCNC(=O)COC(=O)c1ccc(S(=O)(=O)N2CCCCCC2)cc1	-14	14	6	-1	-4	0.6	6	0	-13
Cc1cccc(/C(N)=N/OC(=O)Cc2ccccc2)c1	5	15	2	-3	-5	-0.6	3	13	2
Cc1nn(CCOc2ccccc2)c(=O)n1-c1ccccc1F	8	8	2	6	-3	0.6	5	-6	2
Cc1ccc(OCC(=O)O/N=C(\N)c2cccc([N+](=O)[O-])c2)cc1C	9	1	-10	12	-2	5.0	-8	13	5
COc1ccccc1C(C)NC(=O)c1ccc(C)o1 (stereo not given)	-19	2	-3	-24	-4	0.2	-8	11	-9
CCCOc1ccccc1NC(=O)/C=C/c1ccc(OC)c(S(=O)(=O)N2CCOCC2)c1	18	6	x	5	1	2.2	-8	18	x
COc1cccc(NC(=O)CN(C)CC(=O)Nc2ccc(C)c([N+](=O)[O-])c2)c1	11	9	-19	8	0	11	2	-20	-14
O=c1cc(-c2ccc(O)c(O)c2)oc2c1ccc1ccccc12	40	7	-3	19	-3	3.5	-4	-4	-8
COC(=O)c1cc(OC)c(OC)cc1NC(=O)C1CCC(=O)N1S(=O)(=O)c1ccc(C)cc1 (stereo not given)	12	-1	-29	-23	-3	-0.4	-12	16	-14
CC1CCN(C(=O)CSc2nc(N)cc(N)n2)CC1	2	2	-13	-12	-1	0.3	-10	21	1

Complete entries as entered above.
Cc1ccc(OCC(=O)O/N=C(\N)c2cccc([N+](=O)[O-])c2)cc1C reads TAAR1 antag = 9; TAAR1 agonist = 1; CHO parental Ca = -10; CHRM1 antagonist = 12; M1 ag = -2; M1 ag parental = 5.0; CHO-K1 Ca antag = -8; CHO-K1 Ca PAM = 13; OXTR potentiator = 5
Cc1ccc(NC(=S)NC(=O)c2ccc(F)cc2)cc1S(=O)(=O)Nc1cccc(Cl)c1 reads TAAR1 antag = 28; TAAR1 agonist = 3; CHO parental Ca = -16; CHRM1 antagonist = -2; M1 ag = -3; M1 ag parental = 0.2; CHO-K1 Ca antag = -7; CHO-K1 Ca PAM = 13; OXTR potentiator = -11

The listing continues.
SMILES	TAAR1 antag	TAAR1 agonist	CHO parental Ca	CHRM1 antagonist	M1 ag	M1 ag parental	CHO-K1 Ca antag	CHO-K1 Ca PAM	OXTR potentiator
Cc1ccc(NC2SC(=O)N(CC(=O)O)C2=O)cc1 (stereo not given)	15	0	-5	10	-3	0.0	-3	-7	3
CCOc1ccc(C(=O)C2CCN(C(=O)c3ccccc3C(=O)O)CC2)cc1	-1	3	-11	-17	-7	0.4	-11	20	-6
COCc1nnc(NC(=O)CCC2CCCCC2)s1	-8	5	-17	-7	-5	-0.4	-2	9	9
Cc1nc(SCC(=O)N2c3ccccc3Sc3ccccc32)n[nH]1	-26	2	-18	-22	-4	-0.3	4	7	-7
COc1ccc(COc2ccc(S(=O)(=O)N3CCCC3)cc2C(N)=O)cc1F	-1	6	4	0	-10	6.7	-6	6	-7
O=C(Nc1ccccc1F)c1ccco1	-1	-1	2	7	-9	0.6	-8	10	-15
CCOC(=O)C1(CCOc2ccccc2)CCN(S(=O)(=O)N(C)C)CC1	-17	7	-10	0	1	1.8	-8	7	-13
CC(=O)Oc1cccc(C(=O)Nc2ccc(NC(=O)c3cccs3)cc2)c1	32	10	14	-2	2	2.5	-4	-24	-4
Cc1onc(-c2ccccc2)c1C(=O)OCC(=O)Nc1ccc2c(c1)OCO2	8	2	-15	5	-4	1.1	-11	25	-1
CC(=O)NC(Cc1c[nH]c2ccccc12)C(=O)OCC(=O)Nc1ccc2c(c1)OCO2 (stereo not given)	1	2	6	4	-3	2.4	-11	18	-13
CCc1cccc(C)c1NC(=O)COC(=O)C1CC(=O)N(CCc2ccc(OC)c(OC)c2)C1 (stereo not given)	-4	0	x	3	0	0.2	1	-26	x
CN(C)S(=O)(=O)c1ccc(S(=O)(=O)NCCN2CCOCC2)cc1	-1	0	0	-16	-4	0.8	-11	21	-7
COc1ccc(OC)c(C2CC(=O)c3c([nH]c(C(=O)OCC4CCCO4)c3C)C2)c1 (stereo not given)	28	3	-17	-16	-1	1.3	-2	16	-2
O=C(CN1CCN(S(=O)(=O)c2ccccc2)CC1)Nc1ccc(Cl)c([N+](=O)[O-])c1	43	11	2	19	-2	8.3	3	-13	-16
Nc1ccn([C@@H]2O[C@H](CNC(=O)[C@@H](Cc3cn(COCc4ccccc4)cn3)NC=O)[C@@H](O)[C@H]2O)c(=O)n1	-17	0	x	2	-2	0.1	1	-4	x
Cc1ccccc1NC(=O)c1cccc(Cn2cc(Br)c([N+](=O)[O-])n2)c1	1	10	-23	-10	-4	1.1	2	1	-12
O=[N+]([O-])c1ccc(NNC(=S)Nc2ccccc2)cc1	x	x	30	-5	3	3.9	4	10	-13

Screening results as filed in PubChem.
